# SIAE primary = blocks human sialic acid acetylesterase; 0.69% of 370,000 active; inhibition, % at 9.66 µM; SIAE FP-Rh probe binding, fluorescence polarization;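 active means inhibition above a cutoff: mean of compounds within the control limits plus 3 SD of those, cut at about 17% in these data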;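 further: 0% = plate median of compound wells and 100% = probe without SIAE protein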
# GC-B act = GC-B (human) receptor activation; AID 1920062; P20594; activation, % at 10 µM; 0.11% of 370,000 active; HEK293-GC-B cells, CNP EC30, cGMP TR-FRET; 0% at EC30 CNP, 100% saturating CNP;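 active means activation at 10 µM reaching about 35% in either raw or pattern-adjusted values, limit read from the data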
# GC-A act = GC-A (human) enzyme activation | P16066 | HEK293 GC-A cells, cGMP TR-FRET, EC30 ANP; 0% at EC30 ANP, 100% saturating ANP | activation, % at 10 µM | 0.14% of 370,000 active; in the data active means activation above about 40%
# Target sequence (P16066 whole entry, looked up): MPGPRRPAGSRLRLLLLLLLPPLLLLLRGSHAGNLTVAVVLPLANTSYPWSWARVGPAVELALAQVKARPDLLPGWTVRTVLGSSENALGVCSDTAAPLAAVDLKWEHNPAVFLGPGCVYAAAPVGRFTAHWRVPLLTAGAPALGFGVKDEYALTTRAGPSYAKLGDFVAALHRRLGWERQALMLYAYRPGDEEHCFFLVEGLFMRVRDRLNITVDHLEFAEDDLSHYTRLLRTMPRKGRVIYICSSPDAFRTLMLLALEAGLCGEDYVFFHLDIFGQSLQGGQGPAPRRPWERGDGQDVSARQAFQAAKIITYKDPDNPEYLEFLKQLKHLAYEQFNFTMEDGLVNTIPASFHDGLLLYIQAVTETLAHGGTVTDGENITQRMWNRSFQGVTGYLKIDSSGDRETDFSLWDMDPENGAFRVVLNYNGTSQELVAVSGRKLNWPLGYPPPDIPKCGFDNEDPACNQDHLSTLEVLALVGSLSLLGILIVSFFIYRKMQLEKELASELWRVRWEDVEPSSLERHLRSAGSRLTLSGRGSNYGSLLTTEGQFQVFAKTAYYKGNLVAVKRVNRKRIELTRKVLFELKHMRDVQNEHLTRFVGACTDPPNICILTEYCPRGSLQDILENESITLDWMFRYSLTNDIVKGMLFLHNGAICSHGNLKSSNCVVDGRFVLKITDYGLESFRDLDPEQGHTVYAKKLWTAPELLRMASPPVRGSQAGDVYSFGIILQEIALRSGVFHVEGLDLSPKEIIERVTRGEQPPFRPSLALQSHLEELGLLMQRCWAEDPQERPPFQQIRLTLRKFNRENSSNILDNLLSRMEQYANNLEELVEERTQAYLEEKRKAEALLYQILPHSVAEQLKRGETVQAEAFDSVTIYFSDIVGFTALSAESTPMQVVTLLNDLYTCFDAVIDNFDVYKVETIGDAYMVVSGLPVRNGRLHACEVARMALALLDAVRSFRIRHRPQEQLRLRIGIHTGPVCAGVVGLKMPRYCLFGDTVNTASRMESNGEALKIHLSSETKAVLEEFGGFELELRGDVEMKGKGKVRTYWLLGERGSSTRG
# ABHD4 inh = ABHD4 (mouse) inhibition, primary FP screen. Q8VD66. purified mABHD4, FP-Rh probe fluorescence polarization. inhibition, % at 8.92 µM. 0.54% of 370,000 active. AID 720543;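 active means inhibition exceeding the mean over every tested compound plus 3 SD, cut at about 30% in these data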;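 further: 0% = plate median of compound wells and 100% = S159A mutant with DMSO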
#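 assay system = mABHD4 protein | compound dosing = single nominal dose of 8.92 µM, 0.89% DMSO final | read-out basis = percent inhibition of probe binding, normalized to plate controls | schedule = Enzyme–compound pre-incubation 45 min, then probe 60 min, both 25 °C | detection = fluorescence polarization, excitation 525 nm, emission 598 nm, BODIPY TMR filters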
# UHRF1 MBD2 ctr = human UHRF1 methylated DNA binding inhibitors; 0.75% of 370,000 active; Q96T88; UHRF1 binding to methylated oligo, TR-FRET; inhibition, % at 4.4 µM; in the data active means inhibition above about 21%;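 further: UHRF1 SRA domain binding a hemimethylated CpG hairpin DNA probe; 0% = median of test compound wells and 100% = reference inhibitor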
# HTRA1 inhibitor = inhibitors of human serine peptidase HTRA1. recombinant HTRA1, FP-rhodamine activity-based probe, fluorescence polarization. inhibition, % at 5.96 µM. 0.5% of 340,000 active; in the data active means inhibition above about 36%;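 further: 0% = enzyme with DMSO and 100% = wells lacking enzyme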
# TCR CD3 inh = human TCR-CD3 binding inhibition. AID 651800. TAMRA-labeled TCR probe fluorescence, biochemical. 0.37% of 360,000 active. inhibition, % at 9.4 µM; in the data active means inhibition above about 19%;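 further: recombinant mutant TCR 2C K166C tagged with TAMRA read by polarization; 0% = receptor in buffer alone and 100% = receptor with positive control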
# rCAG RNA binder = binds r(CAG) RNA repeats; AID 651821; inhibition, % at 3 µM; 1.3% of 370,000 active; r(CAG) RNA repeat, TO-PRO-1 dye displacement fluorescence;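 active means inhibition above the plate cutoff, the mean of all test compounds on that plate plus 3 SD, cut at about 35% in these data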;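 further: 0% = DMSO alone and 100% = 100 µM mitoxantrone as full dye displacement; higher means more dye released from RNA so lower well fluorescence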
# PRMT1 inh = inhibitors of human PRMT1; 1.3% of 370,000 active; recombinant PRMT1, activity-based probe fluorescence polarization; Q99873; inhibition, % at 2.79 µM;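 active means inhibition above about 21% made by adding two undisclosed values, limit read from the data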
# MBD2 DNA inh = blocks human MBD2 binding to methylated DNA; Q9UBB5; TR-FRET, MBD2 binding to methylated oligonucleotide; inhibition, % at 4.4 µM; 0.31% of 370,000 active; AID 686964; in the data active means inhibition above about 13%
# An asterisk follows results filed as active; . = not tested or not shown; & = joins results of further samples. Some of the compounds tested, so the mix of outcomes need not match the whole.
SMILES,SIAE primary,GC-B act,GC-A act,ABHD4 inh,UHRF1 MBD2 ctr,HTRA1 inhibitor,TCR CD3 inh,rCAG RNA binder,PRMT1 inh,MBD2 DNA inh
COC(=O)[C@@]1(Cc2ccccc2)[C@H]2C(=O)N(C)C(=O)[C@H]2[C@H]2CN=C(SC)N21,3,1,-2,1,-1,5,4,5,-2,-4
O=[N+]([O-])c1cccc(-c2ccc(/C=N/n3c(-c4ccccc4)n[nH]c3=S)o2)c1,6,0,-3,17,4,7,-2,6,-1,1
CN(C)c1ccc(/C=N/NC(=O)CN(c2ccccc2Cl)S(C)(=O)=O)cc1Br,9,5,-1,-4,2,-1,0,3,-2,-6
COc1ccc(C2=Nc3ccccc3OC2)cc1,2,-1,1,20,-8,-2,-1,7,7,-14
O=C(CNS(=O)(=O)c1ccccc1F)OCC(=O)c1c[nH]c2ccccc12,-3,-1,-2,-9,4,-5,-1,5,-3,-1
O=C(c1cccc(C(F)(F)F)c1)N1CC[C@H]2[C@H](CCCN2Cc2ccc(F)cc2)C1,3,2,4,0,-1,.,.,-1,1,1
C[C@H](CO)N1C[C@H](C)[C@@H](CN(C)Cc2ccncc2)Oc2c(NC(=O)C3CC3)cccc2C1=O,3,6,-1,7,9,-3,1,-4,-2,-1
Cc1cccc(C)c1NC(=O)CCCSc1nnc(-c2ccco2)o1,3,6,3,-4,-5,2,2,-2,-3,1
COc1ccc2c(c1)C(=O)/C(=C/C=C/c1ccccc1)CC2,-8,-4,1,-2,0,-28,2,8,2,-4
CCOC(=O)C1CCCN(Cc2nc(Cc3cccc(F)c3)no2)C1 (stereo not given),3,1,2,-1,0,6,8,-7,-5,-11
Nc1nc2c(ncn2[C@@H]2O[C@H](C(=O)N[C@H](Cc3ccccc3)C(=O)O)[C@@H](O)[C@H]2O)c(=O)[nH]1,11,3,4,1,2,.,4,2,0,-2
CCOC(=O)c1c(-c2ccccc2Cl)cn2ccccc12,-2,-4,-10,-6,0,-14,1,-2,0,4
COc1ccc(NC(=S)NCCCN2CCCC2)cc1Cl,6,6,2,0,-1,6,7,2,11,-1
Cc1c(/C=N/NC(=O)c2ccc(O)cc2)c2ccccn2c1C(=O)c1ccc(F)cc1,13,-2,-15,10,-2,8,-5,8,-1,-4
N/N=C1\CCCc2nonc21,-4,4,1,4,-3,4,-1,0,6,-5

# Given as labelled records: part of the list above.
molecule: Nc1nc2c(ncn2[C@@H]2O[C@H](C(=O)N[C@H](Cc3ccccc3)C(=O)O)[C@@H](O)[C@H]2O)c(=O)[nH]1
  SIAE primary: 11; GC-B act: 3; GC-A act: 4; ABHD4 inh: 1; UHRF1 MBD2 ctr: 2; HTRA1 inhibitor: .; TCR CD3 inh: 4; rCAG RNA binder: 2; PRMT1 inh: 0; MBD2 DNA inh: -2

molecule: COc1ccc(C2=Nc3ccccc3OC2)cc1
  SIAE primary: 2; GC-B act: -1; GC-A act: 1; ABHD4 inh: 20; UHRF1 MBD2 ctr: -8; HTRA1 inhibitor: -2; TCR CD3 inh: -1; rCAG RNA binder: 7; PRMT1 inh: 7; MBD2 DNA inh: -14

# More results follow:
SMILES,SIAE primary,GC-B act,GC-A act,ABHD4 inh,UHRF1 MBD2 ctr,HTRA1 inhibitor,TCR CD3 inh,rCAG RNA binder,PRMT1 inh,MBD2 DNA inh
CN1C2CC(OC(=O)C(CO)c3ccccc3)CC1C1OC12 (stereo not given),-11&-3&-10,2&6&3,3&-2&2,-4&-2&0,4&3&4,3&2&0,2&-9&1,1&-1&-3,-3&4&5,-2&3&8
CC1CCCC(C)N1CCCNC(=O)Cn1c(=O)c2cccn2c2cccnc21 (stereo not given),0,2,2,-2,-1,-5,4,0,0,0
COCCC1CCCCN1Cc1cn(-c2ccccc2)nc1-c1ccc2c(c1)OCO2 (stereo not given),0,1,-3,3,5,-18,-5,-10,3,2
O=C(NC1CCCCC1)N1CCCC(c2nc(-c3cccs3)no2)C1 (stereo not given),-14,-1,0,-7,6,0,4,0,-2,3
COc1ccccc1CNc1nc(S(=O)(=O)c2ccccc2)c(Cl)s1,1,0,-6,-16,-2,-28,4,1,3,1
O=C(c1ccccc1)c1ccc(OC(=O)C2CCCCC2)cc1,-3,-3,3,-3,-4,6,-1,-3,-5,-3
CCOc1ccc(-c2cc(C(=O)NC3CCCCC3)[nH]n2)c(C)c1,1,-1,0,0,-1,.,0,2,-1,-3
Cc1cc(C)cc(NC(=O)C2(c3ccccc3)CC2(Cl)Cl)c1 (stereo not given),1,-21,-29,-50,-3,-51,3,3,-2,6
COc1ccc(Cl)cc1NC(=O)C/C(C)=N/NC(=O)CCc1ccccc1,6,0,-5,-16,-3,-8,-5,19,5,0
Clc1ccc(CSc2cnnc3ccccc23)cc1Cl,1,-1,-8,0,1,-4,2,0,-7,-5
Cc1ccc(S(=O)(=O)CC(N)=O)cc1,-8,0,1,-4,4,-2,-5,-3,-1,9
CCOC(=O)CC[C@@]1(C(=O)OCC)C[C@@H](CC(=O)NCCCN2CCCC2=O)C(=O)N2CCCC=C21,5,-6,1,0,-1,.,.,0,5,-3
O=C(CSc1nnc(-c2cccs2)o1)c1ccc2c(c1)OCO2,8,1,1,3,-3,.,.,3,1,-7
COc1ccc(S(=O)(=O)N2CCCCCC2)cc1C(=O)N1CCN(c2ccccc2C)CC1,2,-2,-2,9,0,-19,-1,-1,-2,2
Cc1c(CN2CCN(c3ncc(Cc4ccccc4)cn3)CC2)c(=O)n(-c2ccccc2)n1C,0,8,3,-4,-3,.,7,-1,-4,-4
O=C(O)COc1ccc(Br)cc1CP(=O)(c1ccccc1)c1ccccc1,7,6,0,-2,-5,7,-8,-1,-1,2
COc1ccccc1C/C(N)=N/OC(=O)COc1ccc(C)cc1,3,-4,-1,-4,-1,-4,0,-3,-2,-5
O=S(=O)(Nc1nc2ccccc2[nH]1)c1ccccc1,1,3,-2,2,2,-5,-3,-2,2,0
Cc1noc(C)c1C(=O)Nc1ccc(S(=O)(=O)N2CCCCC2)cc1,2,-1,2,3,1,1,-3,-3,1,2
COc1ccc(C=Cc2ccc3ccccc3n2)c(OC)c1,9,-6,2,15,-20,-13,9,-22,147*,-18
COC(=O)c1cc2occc2n1Cc1cccc(C)c1,-3,-4,-10,-4,-7,-15,0,-2,1,-4
COc1ccccc1CNC(=O)C1CCN(C(=O)[C@@H]2Cc3ccccc3CN2)CC1,2,1,1,-1,3,2,-1,-3,2,1
O=C(CSc1nccn1-c1cccc(F)c1)NC1CCCC1,-10,5,1,4,0,6,-5,0,1,0
Fc1ccc(CNc2ncnc3cc(Cl)ccc23)cc1,-3,-1,6,0,-1,-13,6,0,-2,0
Cc1cc2ccccn2c1C(=O)c1ccc(S(=O)(=O)N(C)C)cc1,19*,-3,1,-4,-5,-6,-4,-4,-1,2
Cc1sc2nc(CSC(C)C(=O)N3CCOCC3)[nH]c(=O)c2c1C (stereo not given),-2,-3,2,1,-2,0,-3,2,2,3
Cc1ccc(S(=O)(=O)N2CCCCC2CCNC(=O)C(=O)NCc2ccncc2)cc1 (stereo not given),-2,4,-2,1,3,5,0,-7,2,-3
Cc1cccc(C)c1NC(=O)COc1ccc2c(C)c(Cc3ccccc3)c(=O)oc2c1C,0,-8,-10,0,64*,-3,-2,1,2,2
Cc1ccc(C(=O)Nc2cccc(C(F)(F)F)c2)cc1NC(=O)c1nccnc1N,1&-3,1&-5,-1&-2,4&6,0&-2,0&-4,4&2,1&2,2&-3,1&4
CCOCCCn1c(=S)[nH]c2cc(C(=O)N3CCC(C(N)=O)(N4CCCCC4)CC3)ccc2c1=O,-5,1,-4,-10,20,-7,-4,-5,7,9
CCN1C(=O)[C@H]2[C@@H](c3ccc(-c4ccc5c(c4)OCO5)c(OC)c3)N[C@@](Cc3ccccc3)(C(=O)OC)[C@H]2C1=O,-6,1,-5,-2,-2,-15,6,4,0,1
O=C(CCn1c(=S)oc2ccccc21)N1CCN(c2ccc(F)cc2)CC1,-1,-6,-3,2,0,-6,-5,-6,3,6
CCOC(=O)c1ccc(NC(=O)c2nc[nH]c2C(=O)NC2CCN(C(=O)OC(C)(C)C)CC2)cc1,-14,-11,-4,-8,5,-11,3,8,1,7
CCC(Oc1cc(Cl)ccc1Cl)C(=O)NN1C(=O)C2C3CCC(C3=C(C)C)C2C1=O (stereo not given),6,-4,-6,3,4,-19,-6,-5,1,5
Cc1nn2c(=S)[nH]nc2[nH]c1=O,5,5,5,4,1,10,5,-2,14,0
COc1ccc(Oc2c(Cl)cnn(-c3ccc(C)cc3)c2=O)cc1,-1,-7,-5,3,0,-9,-4,-8,-1,-2
CCOC(=O)N1CCN(C(C(=O)NC2CCCC2)c2ccco2)CC1 (stereo not given),1,1,0,1,1,.,-1,1,1,-3
Cc1ccc(S(=O)(=O)N2C[C@H]3[C@H]4C(=O)N(C)C(=O)[C@H]4CC(=O)[C@H]3[C@@H]2c2ccccc2F)cc1,-2,0,2,-2,-3,.,5,2,0,-5
O=C(N/N=C/c1ccoc1)c1ccccc1O,19*,0,-2,8,-3,24,25*,5,-1,-1
COc1ccc(S(=O)(=O)N2CCCCC2)cc1NC(=O)CCc1cc(OC)c(OC)c(OC)c1,9,3,3,-2,4,-1,8,1,1,0
O=C1CNC(=S)N1C1CCCCCC1,0,0,5,0,0,4,10,0,-1,1
COC(=O)c1ccccc1S(=O)(=O)N1CCC(C(=O)N2CCC2)CC1,7,2,1,7,3,12,-5,2,0,-1

# Molecules from the list above containing a Cl atom (ten):
SMILES,SIAE primary,GC-B act,GC-A act,ABHD4 inh,UHRF1 MBD2 ctr,HTRA1 inhibitor,TCR CD3 inh,rCAG RNA binder,PRMT1 inh,MBD2 DNA inh
CN(C)c1ccc(/C=N/NC(=O)CN(c2ccccc2Cl)S(C)(=O)=O)cc1Br,9,5,-1,-4,2,-1,0,3,-2,-6
CCOC(=O)c1c(-c2ccccc2Cl)cn2ccccc12,-2,-4,-10,-6,0,-14,1,-2,0,4
COc1ccc(NC(=S)NCCCN2CCCC2)cc1Cl,6,6,2,0,-1,6,7,2,11,-1
COc1ccccc1CNc1nc(S(=O)(=O)c2ccccc2)c(Cl)s1,1,0,-6,-16,-2,-28,4,1,3,1
Cc1cc(C)cc(NC(=O)C2(c3ccccc3)CC2(Cl)Cl)c1 (stereo not given),1,-21,-29,-50,-3,-51,3,3,-2,6
COc1ccc(Cl)cc1NC(=O)C/C(C)=N/NC(=O)CCc1ccccc1,6,0,-5,-16,-3,-8,-5,19,5,0
Clc1ccc(CSc2cnnc3ccccc23)cc1Cl,1,-1,-8,0,1,-4,2,0,-7,-5
Fc1ccc(CNc2ncnc3cc(Cl)ccc23)cc1,-3,-1,6,0,-1,-13,6,0,-2,0
CCC(Oc1cc(Cl)ccc1Cl)C(=O)NN1C(=O)C2C3CCC(C3=C(C)C)C2C1=O (stereo not given),6,-4,-6,3,4,-19,-6,-5,1,5
COc1ccc(Oc2c(Cl)cnn(-c3ccc(C)cc3)c2=O)cc1,-1,-7,-5,3,0,-9,-4,-8,-1,-2
